High-throughput results: PubChem BioAssay, several laboratories
AddAB inh – less growth of phage-infected E. coli with AddAB; 330,000 tested, 0.29% active; E. coli expressing H. pylori AddAB, absorbance growth; inhibition, % at 11.9 µM; in the data active means inhibition above about 12%;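 further: 0% = vehicle wells of infected cells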
phage Ecoli inh – E. coli growth loss with phage present; AID 651602; inhibition, % at 11.9 µM; growth absorbance; 360,000 tested, 0.26% active; in the data active means inhibition above about 11%
E coli growth – reduces bacterial viability in AddAB counter-screen. E. coli V3065 growth, OD600 absorbance, 18 h. 330,000 tested, 0.27% active. inhibition, % at 11.9 µM;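 active means inhibition above the campaign's mean inhibition across all tested compounds plus 3 SD, cut at about 9.9% in these data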;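 further: uninfected addAB+ strain grown without phage in ampicillin broth; 0% = DMSO wells and 100% = ciprofloxacin 0.95 µg/ml wells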
Wnt act – Wnt/beta-catenin pathway activation; Wnt/beta-catenin reporter cell assay, activator, plate reader; activation, % at 9.35 µM; 300,000 tested, 1.2% active; AID 743398; in the data active means activation above about 30%, passing the limit was not always enough; inconclusive means no clear call, values can overlap the other calls;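 further: 0% = neutral control wells and 100% = positive control wells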
SR-BI HDL uptake – inhibitors of mouse SR-BI mediated HDL lipid uptake. Q61009. AID 488896. ldlA[mSR-BI] CHO cells, DiI-HDL uptake fluorescence, 3 h. inhibition, % at 12.5 µM. 320,000 tested, 0.96% active;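 active means mean replicate inhibition of at least 70% and a set share of replicates each scoring 70 or more; inconclusive means meets just one of the two criteria; inactive means fails both criteria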;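 further: 0% = median of neutral control wells and 100% = median of positive control wells; values of inactives mirror those of a sister screen read the other way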
Target sequence (Q61009 whole entry, looked up): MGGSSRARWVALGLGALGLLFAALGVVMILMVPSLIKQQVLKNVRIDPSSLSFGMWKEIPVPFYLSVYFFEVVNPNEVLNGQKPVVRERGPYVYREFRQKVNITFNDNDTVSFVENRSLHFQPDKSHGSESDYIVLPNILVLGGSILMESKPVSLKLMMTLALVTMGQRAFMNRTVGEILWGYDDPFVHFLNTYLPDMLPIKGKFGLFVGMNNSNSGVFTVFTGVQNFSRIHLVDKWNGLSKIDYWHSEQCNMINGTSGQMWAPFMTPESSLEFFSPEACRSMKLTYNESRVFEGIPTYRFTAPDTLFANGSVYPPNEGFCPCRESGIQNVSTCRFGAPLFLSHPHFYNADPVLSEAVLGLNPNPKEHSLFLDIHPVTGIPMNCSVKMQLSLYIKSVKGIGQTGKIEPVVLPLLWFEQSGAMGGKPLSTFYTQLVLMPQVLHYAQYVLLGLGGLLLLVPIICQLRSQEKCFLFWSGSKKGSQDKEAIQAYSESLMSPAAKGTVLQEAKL
MITF act – MITF TRPM1 promoter activation in melanoma cells; SK-MEL-5 TRPM1-promoter luciferase, 24 h; % of positive control, neutral wells = 0; activation, % at 12.5 µM; 300,000 tested, 0.75% active; AID 588334;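 active means mean activation of at least 80% with every replicate also reaching 80%; inconclusive means mean reaches 80% but some replicate falls short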;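 further: 0% = neutral control wells and 100% = parthenolide positive control wells; values of inactives mirror those of a sister screen read the other way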
CAL PDZ FP-1 – CAL PDZ (human) peptide binding inhibition; inhibition, % at 24.9 µM; AID 602252; Q9HD26; 300,000 tested, 0.92% active; purified CAL PDZ, TMR-peptide fluorescence polarization, 1 h;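 active means mean inhibition of at least 30% with at least half of replicates also reaching 30%; inconclusive means no clear call, values can overlap the other calls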;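 further: 0% = DMSO neutral control and 100% = excess unlabeled competitor peptide PRC23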
SR-BI uptake up – activators of SR-BI mediated HDL lipid uptake. CHO ldlA[mSR-BI] cells, DiI-HDL uptake fluorescence, 3 h; 100 = double the neutral-control signal. activation, % at 12.5 µM. 320,000 tested, 0.096% active. AID 504775;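 active means mean replicate activation of at least 60% and every replicate at or above 60%; inconclusive means mean or all-replicate condition met, but not both; inactive means mean below 60% and not all replicates reaching 60%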;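 further: 0% = median plate neutral-control signal and 100% = twice that signal; values of inactives mirror those of a sister screen read the other way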
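material = CHO ldlA[mSR-BI] cells | medium = Ham's F12 with 0.5% BSA, HEPES 25 mM, pH 7.4 | reagent = fluorescent DiI-HDL, 10 µg/mL final | compound dosing = single-point compound dose | incubation = 3 h, 37 °C | measured by = bottom-read fluorescence, 550/595 nm | measure = HDL uptake via cellular fluorescence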
CAL PDZ FP-2 – human CAL PDZ-peptide interaction inhibition. Q9HD26. purified CAL PDZ, TMR-peptide fluorescence polarization, 1 h. inhibition, % at 20 µM. 330,000 tested, 0.02% active. AID 504414;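 active means highest replicate inhibition of at least 40%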;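 further: plate controls were DMSO neutral control wells for no effect and unlabeled competitor peptide control wells for full effect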
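Test system: tagged CAL PDZ domain / Buffer or medium: sodium phosphate/NaCl buffer pH 7.4 with TCEP, IgG, Thesit / Reagent: TMR-labelled reporter peptide T*-PRC34 bound in PDZ groove / Compound dosing: single point, 20 µM / Schedule: 1 h incubation at room temperature before polarization reading / Technique: fluorescence polarization (mP) / Benchmarks: unlabelled peptide, DMSO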
Tat transport – E. coli Tat transport inhibition. E. coli MC4100 TorA-mCherry Tat export, fluorescence. inhibition, % at 10 µM. 340,000 tested, 0.036% active. AID 488895;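 active means mean replicate inhibition at least 50% and at least half of replicates individually reaching 50%; inconclusive means only one of the two criteria met; inactive means neither criterion met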;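 further: exported cargo escapes ClpAP degradation while cytoplasmic cargo is degraded and loses fluorescence; 0% = median of neutral control wells and 100% = median of NaSCN control wells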
An asterisk follows results filed as active; u = inconclusive; x = no result given; & = joins results of further samples.

no.	SMILES	AddAB inh	phage Ecoli inh	E coli growth	Wnt act	SR-BI HDL uptake
1	CSc1ccccc1OCc1cc(C(=O)N2CCN(C3CCCC3)C(=O)C2)no1	0.6	-0.8	0.0	5	15
2	CCC(Cc1ccccc1)NC(=O)CN1C(=O)CSc2ncccc21 (centres undefined)	2.5	1.8	-0.6	-5	4
3	O=C(O)CNC(=O)/C=C/c1c(Cl)cccc1Cl	3.2	-2.4	-0.7	-1	-9
4	Cc1ccc(C2(c3ccccc3)NC(=O)N(CC(=O)N3CC(=O)Nc4ccccc43)C2=O)cc1C (centres undefined)	-1.1	2.6	-2.4	-2	20
5	Cc1noc(C)c1COc1ccc(C(=O)OCC(=O)Nc2ccc(S(N)(=O)=O)cc2)cc1	0.3	1.6	-0.5	5	20
6	CN1c2ccsc2/C(=N/NC(=O)c2c(F)cccc2F)CS1(=O)=O	2.4	2.5	0.6	-7	7
7	O=C(O)CC1(CC(=O)Nc2ccc(Cl)cc2C(=O)c2ccccc2)CCCC1	0.3	4.5	0.9	-2	x
8	COc1cc(/C=C/C(=O)O)cc(S(=O)(=O)NCCCO)c1OC	3.0	0.8	1.2	-2	-23
9	O=C(NCc1ccccn1)c1ccc(OC2CCN(Cc3ccccc3)CC2)cc1	2.3	1.3	-0.1	2	3
10	COC(=O)c1cc(S(=O)(=O)N2CCN(c3ccccc3F)CC2)c[nH]1	1.7	4.3	-1.6	-3	-10
11	CCOc1ccc(CCNC(=O)c2sc3nc4n(c(=O)c3c2C)CCC4)cc1	-1.5	4.2	-2.3	-1	7
12	Oc1cccc(/C=N/N(Cc2ccccc2)c2ccccc2)c1	1.8	2.3	1.4	0	38
13	CC(C)(C)c1cc[n+](-c2[nH]c(=O)sc2/C=N/N=C(\[O-])c2ccccc2)cc1	3.2	4.3	0.6	-2	x
14	Cc1ccc(C2/C(=C(/O)c3ccc4c(c3)CC(C)O4)C(=O)C(=O)N2CCCn2ccnc2)cc1 (centres undefined)	4.6	0.7	-0.9	0	-26
15	Cc1ccc(N=CC2=C(O)CC(c3cccc(Cl)c3)CC2=O)cc1 (centres undefined)	2.3	4.0	-0.3	-1	-35

no.	MITF act	CAL PDZ FP-1	SR-BI uptake up	CAL PDZ FP-2	Tat transport
1	17	-2	-15	-1.3	8
2	-1	-1	-4	-0.4	1
3	21	0	9	-3.0	2
4	-4	-2	-20	-1.4	5
5	-1	-4	-20	-0.9	-4
6	-12	1	-7	0.3	-2
7	10	1	x	-2.6	-5
8	-4	-3	34	0.0	-3
9	-7	-3	-3	-2.2	3
10	0	-4	10	-2.6	3
11	5	1	-7	-2.2	-6
12	-14	3	-38	0.3	11
13	11	-1	x	-1.8	2
14	0	-3	26	-2.1	-2
15	9	-7	35	-0.7	-4

The list continues:
no.	SMILES	AddAB inh	phage Ecoli inh	E coli growth	Wnt act	SR-BI HDL uptake
16	CCOC(=O)C1CCN(C(=O)COc2ccc(N(C)S(=O)(=O)c3ccc(C)cc3)cc2)CC1	-0.2	0.9	-1.4	0	9
17	CSc1ccccc1C(=O)Nc1cccc(C(C)O)c1 (centres undefined)	0.2	-0.2	0.7	-1	15
18	CC(C)(C)n1nnnc1C(c1ccccc1F)N1CCN(C(=O)c2ccco2)CC1 (centres undefined)	1.0	0.6	-0.9	-3	-8
19	COc1ccc(-c2cc(COc3ccccc3)on2)cc1	5.2	3.8	2.4	21	5
20	Cc1sc2c3ccsc3ccc2[n+]1C	0.6	3.6	-1.7	-3	2
21	CCOC(=O)[C@@H]1[C@H]2COc3ccccc3[C@@H]2N2C(=O)N(c3ccc(OC)cc3)C(=O)[C@@]12C	2.1	1.6	-2.6	2	-8
22	O=C1c2ccccc2C(=O)N1CCCc1nc(-c2ccncc2)no1	2.6	1.9	-0.5	x	0
23	CCN(CC)c1ccc(C=Nc2ccc(C#N)cc2)c(O)c1	-0.5	1.4	-4.7	4	-12
24	CCCCNC(=S)NNC(=O)c1cc(-c2cccnc2)nc2ccccc12	-0.9	1.0	-1.3	1	-11
25	O=C(Nc1ccc(Nc2ccccc2)cc1)Nc1ccccc1Cl	1.4	2.0	0.7	24	13
26	CN1CCc2c(sc3c2C(=O)NC(c2cn(Cc4ccccc4)c4ccccc24)N3)C1 (centres undefined)	-0.8	2.6	-0.8	-4	-15
27	CCOC(=O)c1nnc(-c2ccccc2)nc1Sc1ccccc1Cl	0.2	-0.2	-2.0	x	23
28	Cc1ccc(N2CCN(C(=S)Nc3ccccc3C)CC2)cc1	-2.3	1.7	1.5	1	-28
29	CCCN(C(=O)CSc1nnnn1C)C1CCS(=O)(=O)C1 (centres undefined)	3.6	2.3	-1.2	-1	14
30	COc1cc(/C=C2\SC(=S)N(CCC(=O)Nc3ccccn3)C2=O)cc(OC)c1OC	0.8	1.2	-0.1	-2	20

no.	MITF act	CAL PDZ FP-1	SR-BI uptake up	CAL PDZ FP-2	Tat transport
16	-13	-1	-9	-1.1	1
17	0	-3	-15	-3.4	-1
18	-2	0	8	-1.9	-5
19	79	0	-5	-1.5	7
20	9	-8	-2	-0.4	4
21	6	3	8	-0.3	4
22	x	-1	0	0.5	1
23	x	x	12	-0.2	-3
24	9	-2	11	-3.2	-2
25	102*	-8	-13	-2.0	9
26	-12	0	15	-0.8	2
27	-13	-3	-23	-1.1	12
28	x	-1	28	-1.0	-10
29	4	0	-14	-1.1	-3
30	-8	x	-20	0.1	-1

One compound at a time, as listed above. Order of values: AddAB inh	phage Ecoli inh	E coli growth	Wnt act	SR-BI HDL uptake	MITF act	CAL PDZ FP-1	SR-BI uptake up	CAL PDZ FP-2	Tat transport
`CCOC(=O)[C@@H]1[C@H]2COc3ccccc3[C@@H]2N2C(=O)N(c3ccc(OC)cc3)C(=O)[C@@]12C` is listed as 2.1	1.6	-2.6	2	-8	6	3	8	-0.3	4
`CN1c2ccsc2/C(=N/NC(=O)c2c(F)cccc2F)CS1(=O)=O` is listed as 2.4	2.5	0.6	-7	7	-12	1	-7	0.3	-2
`O=C(NCc1ccccn1)c1ccc(OC2CCN(Cc3ccccc3)CC2)cc1` is listed as 2.3	1.3	-0.1	2	3	-7	-3	-3	-2.2	3

Other compounds.
no.	SMILES	AddAB inh	phage Ecoli inh	E coli growth	Wnt act	SR-BI HDL uptake
31	CCC(=O)c1ccc(OCC(=O)N2CCN(c3ncccn3)CC2)cc1	0.3	1.2	-1.8	1	-2
32	CCN(CC)C(CNC(=O)CSc1nnnn1-c1ccc(C)c(C)c1)c1ccco1 (centres undefined)	-0.1	1.5	-2.6	-4	8
33	CCCCNc1ccc2oc(-c3ccc(OC)cc3)c(-c3ccc(OC)c(F)c3)c2c1	1.7	2.9	0.0	5	u
34	CCOC(=O)C1=C(C)NC(SCC(=O)OC)=C(C#N)C1c1ccc(C(=O)OC)cc1 (centres undefined)	1.2	3.3	-1.9	-3	22&37
35	COc1ccc(NC(=O)c2sc3nc(Cc4ccccc4)cc(C(F)(F)F)c3c2N)cc1OC	1.0	-0.3	-0.3	-6	65
36	COC(=O)c1cc(NC(=O)Cn2c(=O)cnc3ccccc32)cc(C(=O)OC)c1	-0.1	2.1	-1.4	-6	31
37	COc1ccccc1OCCNC(=O)c1ccc2c(c1)OCCO2	1.7	3.3	0.3	52*	-9
38	CSc1nc(Oc2ccc3ccccc3c2)c2ccccc2n1	2.2	1.8	1.0	-3	-3
39	CCOc1ccccc1C(=O)NC(C(=O)NCCc1ccccn1)C(C)C (centres undefined)	1.1	2.7	-0.7	-3	-8
40	Cc1ccc(C)c(OCCCC(=O)N2CCOCC2)c1	-0.3	2.9	1.3	-3	17
41	CC(C)n1nc(C(=O)NC2CCCCCC2)c2ccccc2c1=O	-1.4	-1.1	-2.3	4	-3
42	Cc1ccc2[nH]c(=O)c(CN(C(=O)c3cccs3)c3ccccc3)cc2c1	0.2	3.0	-0.8	-1	28
43	COc1cc(C2C(C#N)=C(N)Oc3c2oc(CO)cc3=O)cc(OC)c1OC (centres undefined)	3.0	4.1	-1.7	-7	-27
44	Cc1cc(=O)[nH]c(SCc2nc3ccccc3s2)n1	0.9	0.1	-0.2	1	x
45	CCOc1ccc(C(C)NC(=O)CN2C(=O)NC3(CCCCC3)C2=O)cc1OCC (centres undefined)	3.3	1.9	1.1	-3	-7
46	CN(c1ccc(F)cc1)S(=O)(=O)c1ccc(Cl)c(C(=O)Nc2ccc3c(c2)CCC3)c1	2.3	1.9	5.5	-4	21
47	CCC(CC)C(=O)N1CC(=O)Nc2ccc(Br)cc2C1c1ccccc1 (centres undefined)	-0.6	2.2	0.9	-1	-13

no.	MITF act	CAL PDZ FP-1	SR-BI uptake up	CAL PDZ FP-2	Tat transport
31	-4	-5	2	-1.7	-10
32	2	-3	-8	-1.0	-8
33	-8	-2	-71	-1.0	-4
34	-13&-4	-1	-22&-37	-0.9&-1.0	10&6
35	-7	-2	-65	0.2	2
36	-4	25	-31	0.1	-7
37	59	0	9	-1.6	-1
38	-15	-1	3	0.0	5
39	-3	x	8	-0.7	-10
40	20	-5	-17	0.6	-9
41	5	-7	3	-1.2	24
42	4	-3	-28	-2.1	-6
43	x	-1	27	0.1	9
44	-4	0	x	-2.9	-4
45	5	-5	7	-0.4	4
46	-3	x	-21	-0.7	4
47	10	x	13	-0.1	4
